# RTF Ca sens act – increases calcium sensitivity of human cardiac regulated thin filaments; P19429+P45379; IANBD-labeled TnC RTF fluorescence at EC20 calcium; 0% EC20 calcium, 100% full calcium; activation, % at 7.2 µM; 340,000 tested, 0.24% active; AID 493008;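 active = activation above the mean over all tested compounds plus 3 SD, cut at about 30% in these data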;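 note: rise in fluorescence read as greater calcium sensitivity of cardiac thin filaments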
# Keap1 Nrf2 FP – inhibitors of human Keap1-Nrf2 protein-protein interaction. inhibition, % at 9.4 µM. 340,000 tested, 0.15% active. Keap1 Kelch-Nrf2 peptide fluorescence polarization, 1536-well. AID 504523. Q14145; in the data active = inhibition above about 12%;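 note: human Keap1 Kelch domain with fluorescein labeled Nrf2 9mer peptide probe; 0% = neutral control wells and 100% = peptide positive control; higher means more block of Keap1 binding to Nrf2 peptide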
# Target sequence (Q14145 whole entry, looked up, the tested form may be a part): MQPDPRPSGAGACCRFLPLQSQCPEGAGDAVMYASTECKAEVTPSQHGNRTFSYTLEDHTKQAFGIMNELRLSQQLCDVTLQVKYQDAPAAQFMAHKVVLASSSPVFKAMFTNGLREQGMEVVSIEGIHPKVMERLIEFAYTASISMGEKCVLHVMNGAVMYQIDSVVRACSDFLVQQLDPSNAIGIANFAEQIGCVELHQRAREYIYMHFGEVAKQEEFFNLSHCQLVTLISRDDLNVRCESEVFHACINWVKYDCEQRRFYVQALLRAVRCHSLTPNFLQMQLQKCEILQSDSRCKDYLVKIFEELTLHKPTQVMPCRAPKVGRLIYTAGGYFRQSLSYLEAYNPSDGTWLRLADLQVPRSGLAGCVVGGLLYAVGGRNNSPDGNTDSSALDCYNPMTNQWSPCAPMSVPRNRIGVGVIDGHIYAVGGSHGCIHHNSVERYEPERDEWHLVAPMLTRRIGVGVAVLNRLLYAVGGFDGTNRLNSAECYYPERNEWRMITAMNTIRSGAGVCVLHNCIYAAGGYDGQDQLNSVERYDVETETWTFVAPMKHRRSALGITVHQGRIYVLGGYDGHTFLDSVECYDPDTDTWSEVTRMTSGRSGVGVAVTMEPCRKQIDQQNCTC
# HTR5A inv ctr – HTR5A inverse agonism, opioid heterodimer counter-screen; inhibition, % at 9.3 µM; AID 504634; 340,000 tested, 0.083% active; P47898; HTR5A cell line, luminescence; in the data active = inhibition mostly above about 23%, no sharp cut-off; inactive = mostly below about 18%;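 note: 0% = cells with DMSO and 100% = no-cell wells with DMSO; some compounds called inactive have numbers as strong as hits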
# Target sequence (P47898 whole entry, looked up): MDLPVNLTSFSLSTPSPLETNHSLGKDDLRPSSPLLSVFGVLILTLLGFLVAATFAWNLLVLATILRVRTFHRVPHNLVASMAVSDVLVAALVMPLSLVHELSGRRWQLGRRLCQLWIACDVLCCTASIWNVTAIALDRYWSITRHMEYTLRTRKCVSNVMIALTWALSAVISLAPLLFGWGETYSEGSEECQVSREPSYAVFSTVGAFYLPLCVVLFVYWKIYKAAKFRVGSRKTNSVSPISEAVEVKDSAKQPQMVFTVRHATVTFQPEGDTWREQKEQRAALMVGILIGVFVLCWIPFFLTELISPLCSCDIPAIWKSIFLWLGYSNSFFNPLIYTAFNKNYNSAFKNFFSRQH
# C-LANA FP – blocks KSHV LANA C-terminal domain binding to DNA; MBP-C-LANA/FAM-LBS DNA binding, fluorescence polarization; inhibition, % at 9 µM; 340,000 tested, 0.078% active;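 active = highest replicate inhibition at or above 60% at 9 µM, even if other replicates fall short; inactive = all replicates below 60% inhibition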;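 note: 0% = neutral control wells and 100% = 4 µM acridine orange control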
# MOR-DOR inv ag – inverse agonists of human mu-delta opioid receptor heterodimerization. P35372+P41143. cell-based MOR-DOR heterodimer luminescence, inverse agonism. inhibition, % at 9.3 µM. 340,000 tested, 0.21% active; in the data active = inhibition above about 22%, passing the limit was not always enough;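 note: 0% = cells with DMSO and 100% = wells without cells with DMSO; values of inactives mirror those of a sister screen read the other way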
# HTR5A ag – counter-screen for OPRM1-OPRD1 agonists: human HTR5A agonism. HTR5A agonist assay, luminescence, cell-based. activation, % at 9.3 µM. 340,000 tested, 0.61% active. AID 504692; in the data active = activation mostly above about 9.5%, no sharp cut-off; inactive = mostly below about 7.6%;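 note: 0% = cells with vehicle only and 100% = reference agonist; strong numbers were not always called active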
# V-ATPase pH – regulators of yeast V-ATPase proton transport; 350,000 tested, 0.37% active; response, % at 10 µM; S. cerevisiae, pHLuorin cytosolic pH fluorescence; in the data active = response mostly above about 7.3%, no sharp cut-off; inactive = mostly below about 5.4%; note: actives read high; inactives centre near 0; some compounds called inactive have numbers as strong as hits; reference of the scale not given here
# MOR-DOR ag – OPRM1-OPRD1 heterodimerization agonism; activation, % at 9.3 µM; cells, luminescence; P35372+P41143; 340,000 tested, 0.3% active; in the data active = activation above about 18%;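 note: 0% = vehicle-treated cells and 100% = reference agonist; values of inactives mirror those of a sister screen read the other way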
# RTF Ca sens inh – cardiac RTF calcium desensitization; 340,000 tested, 0.12% active; inhibition, % at 7.15 µM; IANBD-labeled cardiac RTF, Ca2+ fluorescence; P19429+P45379; AID 493244;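 active = inhibition above the mean inhibition of all tested compounds plus 3 SD, cut at about 17% in these data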;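 note: assay run at fixed EC70 calcium of 1.6 mM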
# CAL PDZ FP – CAL PDZ (human) peptide binding inhibition; Q9HD26; purified CAL PDZ, TMR-peptide fluorescence polarization, 1 h; inhibition, % at 24.9 µM; 300,000 tested, 0.92% active; AID 602252;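 active = mean inhibition of at least 30% with at least half of replicates also reaching 30%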;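 note: 0% = DMSO neutral control and 100% = excess unlabeled competitor peptide PRC23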
# An asterisk follows results filed as active; . = no result given.
SMILES,RTF Ca sens act,Keap1 Nrf2 FP,HTR5A inv ctr,C-LANA FP,MOR-DOR inv ag,HTR5A ag,V-ATPase pH,MOR-DOR ag,RTF Ca sens inh,CAL PDZ FP
Cc1cccc(NC(=S)N2CCCCCC2)c1,7,0,7,-1.1,0,-2,5,0.1,-5,-2
CNC(=S)N1N=C(c2ccc(C)cc2)CC1c1cc(OC)ccc1OC (configuration not stated),2,-7,1,0.8,17,0,-1,-3.5,-4,1
Cc1c(OCC(=O)NC2CC(C)(C)NC(C)(C)C2)ccc2c1oc(=O)c1ccccc12,-2,-2,-15,-2.1,-4,4,0,0.7,-5,-3
CCOc1ccc(CCNC(=O)c2cc(C)nc3ccccc23)cc1OCC,-3,-3,-7,0.4,-5,1,-1,0.9,-5,3
CC(=O)Nc1ccc(C(=O)NC2CCCC2)cc1,-6,-3,-12,0.4,4,-2,7,-0.7,0,2
COc1ccc(N2C(=O)C3CCCN3C2c2cccs2)cc1 (configuration not stated),5,5,2,-1.0,9,-1,0,-1.7,-8,.
CCc1ccccc1Nc1nc(N)nc(COC(=O)CCNS(=O)(=O)c2ccccc2)n1,0,1,23,2.4,17,-8,-1,-3.4,1,-4
CCn1cc(C(=O)N2CCN(c3ccccn3)CC2)c2cc(OC)c(OC)cc2c1=O,-8,-1,10,-0.3,-17,-4,2,2.7,1,11
COc1cccc(CNn2c(-c3cccc(C)c3)nc3ccccc3c2=O)c1O,5,-3,17,2.4,-28,-7,0,4.7,8,0
Cc1ccc(C)c(C(=O)CCC(=O)NCc2ccc(Cl)cc2)c1,16,-10,8,-0.9,12,-2,2,-2.5,-3,-1
Cc1cccc(OCC(=O)Nc2ccc(S(=O)(=O)N3CCCC3)cc2)c1,-5,-8,16,3.2,-18,-5,1,3.5,-4,0
Cc1cc(C)c(NC(=O)CS(=O)CC(=O)N2CCN(c3ccccc3)CC2)c(C)c1 (configuration not stated),-4,-4,-13,-0.5,10,-1,6,-1.7,1,-2
CN1CCN(c2ccc(Cl)cc2NC(=O)CCN2C(=O)c3ccccc3C2=O)CC1,1,-2,-14,-4.2,14,5,0,-2.7,0,-4
O=C1CCCN1CCCNC(=S)Nc1ccc(Cl)cc1Cl,-3,1,-2,-0.3,3,1,-3,-0.6,12,4
CCOc1ccccc1N1CCN(C(=O)Cc2ccc(S(=O)(=O)N3CCOCC3)s2)CC1,2,-4,8,0.6,19,-3,-1,-3.7,-8,2
O=C(NCc1ccccc1)c1ccc2c(=O)n(CC3CCCO3)c(=S)[nH]c2c1 (configuration not stated),13,1,-11,0.6,16,1,2,-2.7,-12,-12
Cc1nn(C)c2c(=O)c(=O)c2n(C)[nH]1,4,-3,-21,-0.8,17,0,-4,-3.3,-8,-3
COc1ncnc2c1sc1nc(-c3ccccc3)c3c(c12)CCCC3,-2,-4,11,-1.5,2,-4,1,-0.3,-2,-3
CN1C2Cc3c(n(C)c4ccccc34)C1CC=C2CO (configuration not stated),-1,1,0,0.1,7,5,-2,-1.3,0,0
COc1cccc(NC(C(=O)Nc2cccc(C(C)=O)c2)c2ccccc2)c1 (configuration not stated),-15,-12,3,-0.7,-6,4,-4,1.0,3,-4
COCCNC(=O)CCCn1c(=O)c2cc(OC)c(OC)cc2n(CC(=O)Nc2ccccc2OC)c1=O,-1,3,-15,0.8,18,0,-5,-3.5,-11,1
CCCCNC(=S)Nc1ccc(SC(F)F)cc1,-4,-2,-39,1.0,-12,2,5,2.5,0,-2
Cc1c(OCC(=O)NCC(O)c2ccccc2)ccc2c3c(c(=O)oc12)CCCC3 (configuration not stated),4,-6,-18,-1.0,7,3,-2,-1.4,-2,-2
Cc1ccc(Cl)cc1N1CCN(C(=O)CCS(=O)(=O)c2ccc3c(c2)NC(=O)CO3)CC1,0,-2,10,-0.9,-2,5,-2,0.3,8,.
S=C(c1ccccc1)N1CCN(C(=S)c2ccccc2)CC1,1,-4,12,-1.1,-6,-1,-1,1.1,-24,-7
O=C(c1ccc([N+](=O)[O-])cc1)n1nc(-c2ccccc2)nc1NCc1ccccc1,6,-1,-5,-0.1,13,4,-1,-2.3,-1,-3
COc1ccc(Nc2ncnc3sccc23)cc1OC,3,-3,6,4.5,12,-1,0,-2.6,-9,-18
CC(CNC(=O)CN1C(=O)C(=O)N(C2CCCC2)C1=O)c1ccccc1 (configuration not stated),-2,3,3,-1.7,15,-1,1,-3.8,-5,-2
CCOc1ccc(S(=O)(=O)NCCC(=O)NCCOc2ccccc2OC)cc1,-1,2,-5,-1.1,4,6,5,-0.9,-2,2
CCn1nc(C)c(CN2CCN(Cc3ccc(OC)c(C)c3C)C(CCO)C2)c1C (configuration not stated),1,4,11,0.5,2,-4,-1,-0.3,-14,-5
CC(C)c1ccc(S(=O)(=O)N2CCN(C(=O)CCNS(=O)(=O)c3ccccc3F)CC2)cc1,-2,3,4,0.6,6,-3,-1,-0.9,-19,-4
O=C(CCC(=O)NC12CC3CC(CC(C3)C1)C2)NC1CCCCC1,1,3,2,3.4,2,-1,-2,-0.4,-1,-5
COC(=O)c1ccc(NC2c3ncccc3C(=O)N2Cc2cccs2)cc1 (configuration not stated),3,2,12,1.2,20,-5,0,-4.0,-1,-4
COc1ccc(Cl)cc1NC(=O)CN(C)C(=O)Cc1ccc(-c2ccccc2)cc1,5,-5,13,-1.7,7,-5,1,-1.7,-3,7
CC(C)OC(=O)c1nnn(-c2nonc2N)c1CN1CCc2ccccc2C1,-5,-5,24,0.9,1,2,2,-0.2,-1,-2
CCOC(=O)C(Cc1ccc(NC(=O)/C(=C/c2ccc(OC(C)=O)cc2)NC(C)=O)cc1)N1C(=O)c2ccccc2C1=O (configuration not stated),7,-4,-29,-0.3,12,0,-3,-2.2,3,-2
NNC(=O)CCCCCCCCCCOCCCCO,-2,-1,6,-0.5,-32,-2,0,6.4,-3,2
O=C(OC1CCCC1)c1ccc(Cl)cc1Cl,-5,-2,-9,-2.6,11,3,0,-2.2,0,.
C/C(CC(=O)NCc1ccc(Cl)cc1)=N\NC(=O)Cc1ccccc1,-3,-1,10,4.2,-2,5,1,0.3,8,0
CCN(CC)CCC=C(c1cccs1)c1cccs1,-1,-20,-9,1.4,11,2,-2,-2.1,5,.
O=C(CN1CCN(S(=O)(=O)c2ccccc2)CC1)Nc1ccc(Cl)cn1,7,7,17,1.5,-4,-5,0,0.8,-3,-1
Cc1cccc(NC(=O)CCC(=O)N/N=C/c2cc([N+](=O)[O-])ccc2O)c1,4,-3,-4,1.9,22,-6,7,-4.9,5,-4
CCN1CCN(c2ccc(S(=O)(=O)N3CCOCC3)cc2NC(=O)/C=C/c2ccc(OC)cc2OC)CC1,-4,-8,-8,0.6,14,4,3,-2.6,-4,7
Cc1cc(C)c(OCCN(C)C)c(Cl)c1,-3,0,3,-3.1,11,-1,-1,-2.3,-2,-1
O=C(CCNC(=O)c1ccccc1Cl)Nc1ccc(S(=O)(=O)Nc2ncccn2)cc1,-4,-2,-32,-1.1,9,9,-1,-2.1,-1,-2

# One compound at a time, from the list above. Order of values: RTF Ca sens act, Keap1 Nrf2 FP, HTR5A inv ctr, C-LANA FP, MOR-DOR inv ag, HTR5A ag, V-ATPase pH, MOR-DOR ag, RTF Ca sens inh, CAL PDZ FP
# CCN1CCN(c2ccc(S(=O)(=O)N3CCOCC3)cc2NC(=O)/C=C/c2ccc(OC)cc2OC)CC1 reads -4, -8, -8, 0.6, 14, 4, 3, -2.6, -4, 7
# CC(C)OC(=O)c1nnn(-c2nonc2N)c1CN1CCc2ccccc2C1 reads -5, -5, 24, 0.9, 1, 2, 2, -0.2, -1, -2

# Next section
SMILES,RTF Ca sens act,Keap1 Nrf2 FP,HTR5A inv ctr,C-LANA FP,MOR-DOR inv ag,HTR5A ag,V-ATPase pH,MOR-DOR ag,RTF Ca sens inh,CAL PDZ FP
CCn1c(=O)c2cc(C(=O)NC(C)C)sc2c2ccccc21,-1,5,-11,-0.1,2,3,-2,-0.4,5,2
N#CCc1nn(-c2ccc(Cl)cc2)c(N)c1C#N,0,-2,-2,0.8,11,0,-1,-2.4,-4,-1
COc1ccc(NC(=S)N(Cc2ccc(Cl)cc2)Cc2ccc(C(=O)O)cc2)cc1Cl,-3,3,2,-0.8,5,-1,-1,-0.8,-8,1
CCCN(CCC)C(=O)CC(c1ccccc1)c1cc(C)ccc1O (configuration not stated),5,2,6,0.5,-40,3,0,7.2,1,-6
O=C(NC(Cc1ccccc1)C(=O)O)/C(=C/c1ccccc1)NC(=O)c1cccc(Br)c1 (configuration not stated),-1,1,-6,-0.8,-4,2,-3,0.6,6,-4
CCOC(=O)C1=C(COC(=O)c2c(OC)cccc2OC)NC(=O)NC1C (configuration not stated),3,-1,-13,0.0,12,4,-1,-1.9,-6,-3
CCOc1ccc(-c2cc(C(=O)N/N=C(\C)c3cccnc3)c3ccccc3n2)c(OCC)c1,12,1,-26,-1.5,10,5,6,-1.9,-2,-4
Oc1ccc(-c2csc(Nc3ccc4c(c3)OCO4)n2)c(O)c1,-13,-6,6,-1.4,-20,0,1,3.5,-4,-2
NC(=O)C1Cc2ccccc2CN1C(=O)c1nn(Cc2ccccc2)c(=O)c2ccccc12 (configuration not stated),-4,2,-8,0.5,13,3,6,-3.3,-9,-8
Cc1cc(C)nc(NC(=O)c2cc([N+](=O)[O-])cc([N+](=O)[O-])c2)n1,5,-5,-4,3.0,-5,1,1,1.1,-25,9
Cc1cc(C(=O)N/N=C/c2c3ccccc3cc3ccccc23)n[nH]1,-6,-1,1,2.3,5,0,5,-0.9,-4,-8
NC(=O)c1ccsc1NC(=O)COC(=O)/C=C/c1ccccc1[N+](=O)[O-],2,-5,-26,-0.5,-6,7,-2,1.2,-8,-4
Cc1ccccc1/C(N)=N/OC(=O)c1ccc(F)cc1,0,4,-7,0.2,-72,3,1,13,-2,-3
CCCNC(=O)C(=O)NCc1ccccn1,-1,-2,-9,-0.3,-10,3,3,1.3,-7,-3
Cc1ccc(CNC(=O)c2ccc(OCC3CCCO3)cc2)cc1 (configuration not stated),2,-2,-22,-0.5,5,1,-1,-0.9,11,-3
O=C(COC(=O)CNC(=O)c1ccccc1)Nc1ccc2c(c1)OCO2,6,-3,2,1.0,8,7,1,-1.6,-14,2
Cc1cnc(C)c(N2CCN(Cc3nc(-c4ccc(C)o4)oc3C)CC2)n1,9,-4,-8,-0.3,10,3,2,-1.9,-3,-2
CCN(CC)S(=O)(=O)c1ccc(/C=C/C(=O)OCC(=O)N(C)C)cc1,2,-3,-3,-0.2,-8,1,-3,1.6,-5,-1
COc1cccc(C(=O)Nc2ccc3c(c2)C(=O)c2ccccc2C3=O)c1,-5,-1,-14,0.7,-261,-1,2,38*,10,0
CCOc1cc(NC(=O)c2ccco2)c(OCC)cc1NC(=O)c1ccco1,3,-5,-2,-0.7,14,1,-11,-2.2,6,1
CCOC(=O)N1CCN(C(=O)c2ccc(-n3c(=S)[nH]c4ccccc4c3=O)cc2)CC1,3,3,-8,-1.0,-3,3,0,0.5,-5,-1
Cc1ccc(CN2C(=O)CSC2c2ccc(F)cc2)cc1 (configuration not stated),-4,-3,-11,1.2,-5,3,-3,1.0,4,-7
C=CCNS(=O)(=O)c1ccc(OCC(=O)OC)cc1,-4,-2,-2,-1.8,9,10,-2,-1.5,-3,-2
Cc1cccc(Oc2ccccc2NC(=O)c2cnccn2)c1,-3,1,6,-1.1,-8,-4,0,1.7,-2,.
COc1c(C)cc(C(=O)C2CCCN(C(=O)c3csc(C)n3)C2)cc1C (configuration not stated),0,-3,-12,-1.1,14,4,3,-2.7,-3,.

# Assay outcomes as filed in PubChem BioAssay.
